Screening results as filed in PubChem BioAssay.
DT40 TDP1 CPT = qHTS for Inhibitors of human tyrosyl-DNA phosphodiesterase 1 (TDP1): qHTS in cells in presence of CPT. actives 12% (n = 420,000). AID 686979, 2013. Potency, µM (doses to about 46.2 µM), for the others: at the top dose activity change, negative = growth inhibition, most hits filed as inhibitors. chicken DT40 Tdp1-/-;hTDP1 cells + 20 nM CPT, ATP luminescence, 48 h; further: nearly all actives have a fitted effect of over 55% in size
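Chicken DT40 Tdp1-/- cells complemented with human TDP1, 400 cells/well, exposed to compounds plus 20 nM camptothecin for at least 48 h at 37 C; viability read as ATP content by CellTiter-Glo luminescence.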
TDP1 cell noCPT = qHTS for Inhibitors of human tyrosyl-DNA phosphodiesterase 1 (TDP1): qHTS in cells in absence of CPT; DT40 Tdp1-/- hTDP1 cells, no CPT, ATP luminescence, 48 h; Potency, µM (titrated, usually from 46.2 µM), for inactives: top-dose activity change, negative = growth inhibition, actives largely listed as inhibitors; actives 15% (n = 420,000); further: nearly all actives have a fitted effect of over 55% in size
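Growth kinetics read by CellTiter-Glo luminescence after ≥48 hr at 37 °C. Cells: DT40 Tdp1-/- stably carrying human TDP1, 400 per well, compound exposure in the absence of CPT (DMSO vehicle).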
KAT2A inh = qHTS Assay for Inhibitors of GCN5L2 | Histone acetyltransferase KAT2A (Homo sapiens), Q92830 | GCN5L2 HAT assay, ThioGlo1 CoA-SH fluorescence | Potency, µM (doses to about 58.9 µM), without a hit: at the highest dose activity change, negative = inhibition, actives largely listed as inhibitors | actives 0.21% (n = 390,000) | AID 504327, 2011
Target sequence (Q92830 whole entry, looked up): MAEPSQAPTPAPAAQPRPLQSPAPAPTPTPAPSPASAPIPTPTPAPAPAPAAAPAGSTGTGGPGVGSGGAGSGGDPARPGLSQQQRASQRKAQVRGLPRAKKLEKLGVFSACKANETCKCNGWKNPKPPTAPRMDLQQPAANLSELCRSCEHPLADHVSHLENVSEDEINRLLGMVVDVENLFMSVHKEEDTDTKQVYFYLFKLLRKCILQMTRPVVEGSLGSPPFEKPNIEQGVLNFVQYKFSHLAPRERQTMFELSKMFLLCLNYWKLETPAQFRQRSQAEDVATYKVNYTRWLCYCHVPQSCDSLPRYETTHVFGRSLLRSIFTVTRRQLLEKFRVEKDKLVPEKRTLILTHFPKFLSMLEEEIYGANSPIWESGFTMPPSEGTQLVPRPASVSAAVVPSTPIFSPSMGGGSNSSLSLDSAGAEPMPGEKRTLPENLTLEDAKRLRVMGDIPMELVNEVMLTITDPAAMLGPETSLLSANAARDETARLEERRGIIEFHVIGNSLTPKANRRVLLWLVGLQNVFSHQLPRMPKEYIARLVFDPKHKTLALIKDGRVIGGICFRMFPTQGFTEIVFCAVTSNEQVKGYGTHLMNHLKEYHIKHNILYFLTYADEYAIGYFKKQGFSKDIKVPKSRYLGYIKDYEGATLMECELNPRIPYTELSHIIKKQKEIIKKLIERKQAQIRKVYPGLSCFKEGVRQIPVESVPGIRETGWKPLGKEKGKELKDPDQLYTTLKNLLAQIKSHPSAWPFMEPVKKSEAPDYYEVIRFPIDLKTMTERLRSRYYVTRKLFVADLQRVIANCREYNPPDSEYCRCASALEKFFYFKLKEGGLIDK
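Compounds, pin-transferred from DMSO stocks, meet 20nM GCN5L2 for 15 min before the reaction begins with H3(1-25) peptide (75uM) and acetyl-CoA (70uM). Thiol-reactive ThioGlo1 reports CoA release over 20 min at room temperature.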
Numbers without * were called inactive; u = inconclusive; x = no result given; & = joins results of further samples. The call rests on the fitted dose curve; in most records, active means well fitted curve in the direction sought with a large enough effect; inconclusive means small, poorly fitted or top-dose-only effect, or another doubt; inactive means no such curve, though single readings can be large; an effect the other way counts as inactive or inconclusive. On the % scale 0 is the no-effect control and ±100 the full control effect; potency means the concentration at half of the fitted maximal effect. An excerpt. The share of hits here may be higher or lower than overall.

SMILES	DT40 TDP1 CPT	TDP1 cell noCPT	KAT2A inh
Cc1nc(C)c(C(=O)OCC(=O)Nc2ccccc2SCC#N)s1	-10%	-15%	-3%
CC(=O)c1ccc(NC(=O)c2cn(C)c(=O)c3ccccc23)cc1	u	u	-3%
COC(=O)c1ccccc1NC(=O)N1CCC(N2CCN(Cc3ccc(F)cc3)C(=O)C2=O)CC1	3%	-1%	-12%
Cc1cc2c(s1)c1cnn(CC(=O)N3CCOCC3)c(=O)c1n2C	-4%	-21%	x
COc1ccc2c(c1)OC/C(=C/c1ccc(O)c(O)c1)C2=O	3.3µM*	2.6µM*	11%
CCOC(=O)c1c(NC(=O)CS(=O)(=O)c2ccc(C)cc2)sc2c1CCCCC2	u	u	-6%
COC(=O)c1ccc(NC(=O)CN2CCN(S(=O)(=O)c3ccc(Br)cc3)CC2)cc1	u	18µM*	-2%&1%
O=C(CCN1CCN(C/C=C/c2ccccc2)CC1)Nc1ccccc1	-26%	u	-4%
Cc1ccc(NCc2nnc(SCC(N)=O)n2CC2CCCO2)c(C)c1 (stereo unspecified)	5%	-15%	-6%
COc1ccc(C(=O)COC(=O)CCN2C(=O)C3C4C=CC(C5CC45)C3C2=O)cc1 (stereo unspecified)	u	-10%	-19%
NC(=O)C1CCN(C(=O)c2ccc(C(F)(F)F)cc2)CC1	4%	10%	-1%
CCOc1ccc(NC(=O)N2CC(C)OC(C)C2)cc1 (stereo unspecified)	-1%	-11%	-16%
CCOC(=O)N1CCN(C(=O)CCN2C(=O)/C(=C\c3ccc(OC)c(OC)c3)SC2=S)CC1	-1%	-6%	x
Clc1ccc(Cn2ncc3c(NCc4cccnc4)ncnc32)cc1	21µM*	21µM*	-2%
CCC(=O)Nc1cccc(NC(=O)CSc2nnc(C3CC3)n2C)c1	-8%	-8%	-6%
COc1ccc(NS(=O)(=O)c2cc(C(=O)NNC(=O)c3ccncc3)ccc2OC)c(OC)c1	-9%	-5%	-11%
CCOc1ccccc1C1NC(=O)NC(C)=C1C(=O)OCc1ccccc1 (stereo unspecified)	-16%	u	-16%
CCN(C[C@H]1N[C@@](C)(C(=O)OC)[C@H]2C(=O)N(Cc3ccccc3)C(=O)[C@@H]12)C(=O)NC(C)C	-3%	6%	0%
COc1ccc(NC(=S)N2CCN(S(=O)(=O)c3ccccc3)CC2)cc1OC	-19%	-17%	-3%
CC[C@]12c3[nH]c4ccccc4c3CCN1C(=O)C(CC(=O)NCc1ccco1)C[C@@H]2C(=O)N1CCN(C(=O)c2ccco2)CC1 (stereo partly specified)	-16%	-16%	1%

A portion from the list above, for reference:
SMILES	DT40 TDP1 CPT	TDP1 cell noCPT	KAT2A inh
CCN(C[C@H]1N[C@@](C)(C(=O)OC)[C@H]2C(=O)N(Cc3ccccc3)C(=O)[C@@H]12)C(=O)NC(C)C	-3%	6%	0%
COc1ccc(NC(=S)N2CCN(S(=O)(=O)c3ccccc3)CC2)cc1OC	-19%	-17%	-3%
CC[C@]12c3[nH]c4ccccc4c3CCN1C(=O)C(CC(=O)NCc1ccco1)C[C@@H]2C(=O)N1CCN(C(=O)c2ccco2)CC1 (stereo partly specified)	-16%	-16%	1%

Quoted at random: seven compounds from above
SMILES	DT40 TDP1 CPT	TDP1 cell noCPT	KAT2A inh
CCN(C[C@H]1N[C@@](C)(C(=O)OC)[C@H]2C(=O)N(Cc3ccccc3)C(=O)[C@@H]12)C(=O)NC(C)C	-3%	6%	0%
O=C(CCN1CCN(C/C=C/c2ccccc2)CC1)Nc1ccccc1	-26%	u	-4%
CC(=O)c1ccc(NC(=O)c2cn(C)c(=O)c3ccccc23)cc1	u	u	-3%
Cc1ccc(NCc2nnc(SCC(N)=O)n2CC2CCCO2)c(C)c1 (stereo unspecified)	5%	-15%	-6%
Clc1ccc(Cn2ncc3c(NCc4cccnc4)ncnc32)cc1	21µM*	21µM*	-2%
COc1ccc(NC(=S)N2CCN(S(=O)(=O)c3ccccc3)CC2)cc1OC	-19%	-17%	-3%
COC(=O)c1ccccc1NC(=O)N1CCC(N2CCN(Cc3ccc(F)cc3)C(=O)C2=O)CC1	3%	-1%	-12%

Returning to the listing, repeating the 4 entries before the break.
SMILES	DT40 TDP1 CPT	TDP1 cell noCPT	KAT2A inh
CCOc1ccccc1C1NC(=O)NC(C)=C1C(=O)OCc1ccccc1 (stereo unspecified)	-16%	u	-16%
CCN(C[C@H]1N[C@@](C)(C(=O)OC)[C@H]2C(=O)N(Cc3ccccc3)C(=O)[C@@H]12)C(=O)NC(C)C	-3%	6%	0%
COc1ccc(NC(=S)N2CCN(S(=O)(=O)c3ccccc3)CC2)cc1OC	-19%	-17%	-3%
CC[C@]12c3[nH]c4ccccc4c3CCN1C(=O)C(CC(=O)NCc1ccco1)C[C@@H]2C(=O)N1CCN(C(=O)c2ccco2)CC1 (stereo partly specified)	-16%	-16%	1%
COc1nc(Oc2ccc(=O)n(-c3ccccc3)n2)nc(N(C)C)n1	-17%	-1%	-3%
O=C(CC(C(=O)N1CCc2ccccc21)n1ccnc1)NCc1ccccc1 (stereo unspecified)	-21%	-15%	-1%
Clc1ccc(/C=C/c2nc(Cl)c(-c3ccc(Cl)cc3)c(Cl)n2)cc1	2%	-47%	-2%
CCCCOc1ccc(C2c3c(oc4ccc(C)cc4c3=O)C(=O)N2CCCN(C)C)cc1OCC (stereo unspecified)	-13%	-6%	-5%
CCN(CC)S(=O)(=O)c1cccc(C(=O)Nc2cc(C)on2)c1	4%	5%	-7%
Cc1ccc(C(=O)NCCc2ccc(F)cc2)s1	u	u	-6%
O=C1S/C(=C\C=C\c2ccco2)C(=O)N1c1ccccc1	u	23µM*	0%
c1nc(N2CCC3(CC2)OCCO3)c2c3c(sc2n1)CCCC3	u	u	-3%
COc1ccc(CNC(=O)C(C(C)C)N2Cc3ccccc3C2=O)cc1 (stereo unspecified)	-23%	-28%	-4%
O=C(CCn1c(=O)c2sccc2n(CC(=O)OCc2ccccc2)c1=O)NCc1ccco1	-19%	u	-10%
CC1(C)Cc2ccccc2C2=C(C(=O)N3CCCCCC3)C(=O)C(=O)N21	-1%	-18%	4%
COc1ccc(/C=C2/SC(=S)N(c3ccc(S(=O)(=O)Nc4nccs4)cc3)C2=O)cc1	u	u	-1%
Cc1cc(C)n2nc(SCC(=O)Nc3c(C)n(C)n(-c4ccccc4)c3=O)nc2n1	2%	3%	-4%
COC(=O)c1ccc2nc(-c3ccc(F)cc3)c(Cc3cccc(F)c3)n2c1	-28%	-28%	x
O=C(NCc1ccccc1)c1nccnc1CO	24%	-5%	7%
C[C@H]1CN([C@@H](C)CO)S(=O)(=O)c2ccc(-c3ccncc3)cc2O[C@H]1CN(C)C(=O)c1cccc(F)c1	-12%	-1%	x
COc1cc(CNC(=O)c2cnc(C)cn2)cc(OC)c1	7%	-6%	-13%
CCN(CC)S(=O)(=O)c1ccc2c(c1)N(CC(=O)NCC(C)c1ccccc1)C(=O)CO2 (stereo unspecified)	u	u	2%
COc1ccccc1N1CCN(Cc2nc(N)nc(Nc3ccc(C)c(Cl)c3)n2)CC1	15µM*	9.2µM*	-20%
CCCc1cc(=O)[nH]c(SCC(=O)Nc2sc(C(N)=O)c(C)c2C(=O)OCCOC)n1	u	-23%	1%
Cc1cccc(NC(=S)NC2CC3CCC(C2)N3Cc2ccco2)c1 (stereo unspecified)	-22%	-9%	-4%
COc1ccc(-n2c(SCC(=O)NCC3CCCO3)nc3c([nH]c4ccccc43)c2=O)cc1OC (stereo unspecified)	4%	8%	-2%
COc1cccc(N(CC(=O)NCc2ccccc2)C(=O)CCC(=O)Nc2nccs2)c1	-20%	u	-4%
C[C@H](CO)N1C[C@H](C)[C@@H](CN(C)S(=O)(=O)c2ccc(F)cc2)Oc2c(NS(=O)(=O)c3ccc(F)cc3)cccc2C1=O	u	-29%	-4%
O=C(/C=C/c1ccc(Cl)cc1Cl)N1CCN(c2ccccc2[N+](=O)[O-])CC1	7%	u	-7%
COc1ccc(-c2cc(C(=O)NC3CC3)c3ccccc3n2)cc1	u	u	-10%
C=CCCC(=O)N1C[C@H]2CON(C)[C@H]2C[C@H]1c1ccccc1Br	15%	-3%	x
Cc1ccccc1-n1c(C)nnc1SCC(=O)N1CC(=O)Nc2ccccc21	-9%	0%	-2%
CC1SC(=NC(=O)c2ccncc2)NC1=O (stereo unspecified)	0%	-5%	0%
CCOc1ccccc1NC(=O)CSc1nnc(-c2ccccn2)n1Cc1ccco1	u	-23%	-9%
CC(=O)N1CCN(Cc2nc3cc(NC(=O)c4cccc(Br)c4)ccc3n2C)CC1	-25%	u	-1%
c1ccc(-c2ccc(CN3C[C@@H]4C(c5ccccc5)C5(c6cccnc6)CC4(C5)[C@H]3c3ccccc3)cc2)cc1 (stereo partly specified)	u	u	8%
Cc1ccc(Sc2oc(/C=N/n3cnnc3)cc2Br)cc1	u	u	2%
COc1ccccc1C(CNC(=O)c1oc2ccccc2c1C)N1CCCC1 (stereo unspecified)	u	23µM*	-2%
CCOc1ccc(Cl)cc1-c1cc(C(=O)NCc2ccccc2)[nH]n1	12µM*	u	x
CC(C)(O)C(O)COc1c2ccoc2cc2oc(=O)ccc12 (stereo unspecified)	2%	-33%	-7%
Cc1ccc(CCNCc2c(C(=O)O)c(C)n(-c3ccccc3)c2C)cc1	-8%	2%	-2%
COc1ccc(NC2CCCN(C(=O)c3ccc(C(C)=O)s3)C2)cc1 (stereo unspecified)	-14%	-6%	-3%
O=S(=O)(c1ccc(F)cc1)c1nc(-c2ccco2)oc1Nc1ccccc1	u	u	-10%
CC(C)c1ccccc1NC(=O)c1cccnc1	-3%	-17%	-4%
CCn1c(O)c(C=NCc2ccccc2)sc1=S	-25%	u	-18%
Cc1cccc(OCCn2c(=O)sc3ccccc32)c1	u	u	-7%
O=C(Nc1ccc(O)c2c(=O)cc(-c3ccccc3Cl)oc12)c1ccc(F)cc1	-15%	-26%	-16%
COc1ccc(S(=O)(=O)Nc2ccc(NC(C)=O)cc2)cc1Br	-13%	-25%	1%
Cc1ccc(C(C(=O)NC2CCCC2)N(Cc2ccc3c(c2)OCO3)C(=O)c2snc(C(N)=O)c2N)cc1 (stereo unspecified)	-18%	-14%	8%
CC(Sc1nc2ccccc2s1)C(=O)N1CCOCC1 (stereo unspecified)	4%	0%	-5%
COC(=O)CNC(=O)/C=C/c1ccc(OC)cc1	-8%	3%	-13%
CC(=O)Nc1ccc(NC(=O)c2ccc(N(Cc3ccccc3C)S(C)(=O)=O)cc2)cc1	u	u	x
Cc1ccc(N(CC(=O)NCc2ccccc2)S(=O)(=O)c2c(C)noc2C)cc1	-18%	u	-6%
Cc1cc(C)c2c(=O)[nH]c(SCc3ccccc3C)nc2n1	3%	7%	0%
Cn1c(=O)c2c(nc(OCC3COC(C)(C)O3)n2Cc2ccccc2F)n(C)c1=O (stereo unspecified)	-27%	u	-2%
O=C(N1CCOCC1)N1CCC(n2nnc3cc(F)ccc32)CC1	-10%	-14%	-1%
O=C(Cc1ccccc1)Nc1ccc(NC(=O)c2cccs2)cc1Cl	u	8%	-1%
Oc1ccc(/C=C/c2ccnc3ccccc23)cc1	18µM*	12µM*	-2%
CCn1cc(C(=O)N2CCN(c3cc(C)ccc3C)CC2)c(=O)c2cc(S(=O)(=O)N3CCOCC3)ccc21	-15%	u	-6%
COc1ccc(Nc2c(-c3ccsc3)nc3nc(C)cc(C)n23)cc1	u	u	-5%
O=S(=O)(c1ccccc1Oc1ccc(Cl)cc1Cl)N1CCCCC1	-24%	-10%	-4%
Cc1c(C(=O)Nc2nccs2)oc2ccc(Br)cc12	u	u	-9%
COc1ccc(OC)c(/C=N\NC(=O)c2ccc(-c3ccccc3)cc2)c1	u	-14%	-6%
CCNC(=O)NC(=O)CSc1nnc(-c2c[nH]c3ccccc23)o1	u	u	1%
More structures
SMILES	DT40 TDP1 CPT	TDP1 cell noCPT	KAT2A inh
COc1ccccc1CNC(=O)[C@@H](NC(=O)C1CCN(C(=O)[C@@H]2CCCN2C(=O)OC(C)(C)C)CC1)C(C)C	0%	-10%	-4%
CCc1ccc(S(=O)(=O)Nc2cccc(-c3ccc4nncn4n3)c2)s1	u	15µM*	-8%
CC1=C(C(=O)Nc2ccccc2C)C2(CCCCC2)C(C(N)=O)C(=S)N1 (stereo unspecified)	u	-16%	-7%
Cn1nnnc1SCc1ccc(CSc2nnnn2C)cc1	-3%	-7%	2%
CN1CCN(C(=O)N2CCNC2=O)CC1	0%	-13%	-5%
